# Screening data as filed in PubChem BioAssay.
# KB-3-1 cytotox: kills parental KB-3-1 adenocarcinoma cells; KB-3-1 viability, CellTiter-Glo ATP luminescence, 72 h; Potency, µM (top dose mostly 46.1 µM), for inactives: at the top dose activity change, negative = cytotoxic, most hits filed as cytotoxic; 1.4% of 400,000 active; AID 1347075; note: potency is the fitted concentration of half-maximal effect; % is set by controls: 0 for no effect and ±100 for the full control effect; nearly all actives have a fitted effect of over 60% in size
#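 Cytotoxicity measured as CellTiter-Glo luminescence after 72 h at 37 C. Compound titrations were pinned onto drug-naive KB-3-1 parental adenocarcinoma cells grown in DMEM with 10% FBS, and normalized data fitted to concentration-response curves.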
# DRD3 agonist: activates the human D3 dopamine receptor; P35462; D3R DiscoveRx beta-arrestin cells, luminescence, 90 min; max activation, %; 0.58% of 410,000 active; AID 652048; in the data active = max activation above about 30%; note: 0% is about no effect; mostly tested at two doses, the higher about 12 µM
# Target sequence (P35462 whole entry, looked up): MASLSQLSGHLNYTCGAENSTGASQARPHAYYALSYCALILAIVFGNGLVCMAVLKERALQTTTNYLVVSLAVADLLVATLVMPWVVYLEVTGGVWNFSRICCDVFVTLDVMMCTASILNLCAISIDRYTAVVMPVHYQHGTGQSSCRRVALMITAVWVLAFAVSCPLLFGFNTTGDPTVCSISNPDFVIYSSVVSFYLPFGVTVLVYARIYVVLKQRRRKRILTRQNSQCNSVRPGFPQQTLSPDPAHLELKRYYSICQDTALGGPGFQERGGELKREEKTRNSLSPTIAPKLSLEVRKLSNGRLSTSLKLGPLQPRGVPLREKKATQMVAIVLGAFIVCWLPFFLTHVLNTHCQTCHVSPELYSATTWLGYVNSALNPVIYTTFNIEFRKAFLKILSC
#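 Agonist-mode cell screen: cells plated at 1500/well and incubated overnight at 37 °C, then exposed to library compounds for 90 min at 37 °C. Detection reagent was added for 30–60 min at room temperature, and luminescence was read.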
# KB-V1 cytotox: kills drug-selected multidrug resistant KB-V1 cells | KB-V1 MDR cells viability, CellTiter-Glo, 72 h | Potency, µM (titrated, usually from 46.1 µM), without a hit: at the highest dose activity change, negative = cytotoxicity, most hits filed as cytotoxic | AID 1347076 | 3.4% of 400,000 active; note: potency is the fitted concentration of half-maximal effect; % is set by controls: 0 for no effect and ±100 for the full control effect; nearly all actives have a fitted effect of over 60% in size
#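 Drug-selected KB-V1 cells, grown in DMEM lacking phenol red with 10% FBS, receive compound titrations; after three days at 37 degrees C, surviving cell ATP is quantified by CellTiter-Glo luminescence and responses normalized and curve-fitted.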
# SW480 rerep: induces DNA re-replication in SW480 colon adenocarcinoma cells; SW480 DNA re-replication, Hoechst DNA content imaging, 48 h; 1.8% of 340,000 active; Potency, µM (titrated, usually from 46.1 µM), inactives show at the highest dose re-replication activation, most hits filed as activators; AID 624297; note: potency is the fitted concentration of half-maximal effect; % of control where 0% means no effect; nearly all actives have a fitted effect of over 55% in size
#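 DNA re-replication was detected as more nuclei of elevated Hoechst intensity after 48 hr exposure to compound (23 nL pinned per well of 250 cells).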
# IL-1B inflam inh: blocks inflammasome-driven IL-1 beta release; THP-1 LPS/ATP IL-1B secretion, AlphaLISA, 16 h; stronger effect = lower value; 4.7% of 360,000 active; activity change, % at 57.5 µM; in the data active = activity change below about -50%; inconclusive = mostly about -30% to -49%; note: % is set by controls: 0 for no effect and ±100 for the full control effect
#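 THP-1 cells pretreated 1 hr with compounds (up to 57.5 uM final), then stimulated with LPS (250 ng/mL final) plus ATP (1.25 mM final); secreted IL-1B measured by AlphaLISA after 16 hr, decreased signal indicating inhibition.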
# HT1080NT lethal: kills 2HG-producing HT-1080-NT fibrosarcoma cells; HT-1080-NT fibrosarcoma viability, CellTiter-Glo ATP luminescence, 48 h; Potency, µM (highest dose often 46.1 µM), without a hit: at the top dose activity, negative = less viability, most hits filed as cytotoxic; 1.6% of 360,000 active; AID 686970;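 note: NT is the 2HG producing partner of a matched IDH1 knockdown line; potency is the fitted concentration of half-maximal effect; 0% = DMSO-treated cells and -100% = media-only wells without cells; nearly all actives have a fitted effect of over 55% in size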
#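 HT-1080-NT; 750 cells/well; 5% FBS RPMI; 48 h compound, 37 degrees C; CellTiter-Glo luminescence; curve fitting and curve-class assignment.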
# HT1080 IDH1KD tx: toxicity to HT-1080 IDH1 knockdown cells (counter line). 2% of 360,000 active. Potency, µM (doses to about 46.1 µM), without a hit: at the top dose activity, negative = toxicity, usual class: cytotoxic. HT-1080 IDH1 knockdown viability, ATP luminescence, 48 h;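 note: potency is the fitted concentration of half-maximal effect; 0% = DMSO wells and -100% = cell-free medium wells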
#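 CellTiter-Glo luminescence after 48 h compound exposure at 37 degrees C of IDH1-knockdown HT-1080 cells in 5% FBS RPMI. %Activity scaled between DMSO wells and cell-free media wells, with curves fitted and assigned curve classes.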
# MCF10A rereplic: inducers of DNA re-replication in MCF 10A breast cells | AID 624296 | MCF 10A DNA re-replication, Hoechst nuclear intensity, 48 h | Potency, µM (titrated, usually from 46.1 µM), without a hit: at the top dose activity, positive = re-replication, usual class: activators | 2.9% of 350,000 active; note: potency is the fitted concentration of half-maximal effect; % of control where 0% means no effect; nearly all actives have a fitted effect of over 50% in size
# HEK293 tox: cytotoxicity in counter-screen for GLP-1R inverse agonists | HEK293 cAMP-luciferase reporter cells, luminescence, 24 h | Potency, µM (highest dose often 38.3 µM), for inactives: top-dose activity change, negative = inhibition, most hits filed as inhibitors | 0.13% of 410,000 active;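 note: loss of luciferase light is scored as toxicity; potency is the fitted concentration of half-maximal effect; % is set by controls: 0 for no effect and ±100 for the full control effect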
#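 Compound-treated cells are incubated 24 hr at 37 deg C under 5% CO2 after a 12 hour attachment period, then luciferase detection reagent is added and luminescence is measured following 12 min at room temperature; lowered signal indicates toxicity.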
# An asterisk follows results filed as active; i = inactive; ? = inconclusive; . = not tested or not shown; & = joins results of further samples; ! = not confirmed by another sample; [ ] = another dose, or the depositor's remark. Unless noted, calls come from the whole dose curve; as a rule, active = well fitted curve in the direction sought with a large enough effect; inconclusive = small, poorly fitted or top-dose-only effect, or another doubt; inactive = no such curve, though single readings can be large; an effect the other way counts as inactive or inconclusive. Not a hit list; any-hit rate near 11%.
SMILES,KB-3-1 cytotox,DRD3 agonist,KB-V1 cytotox,SW480 rerep,IL-1B inflam inh,HT1080NT lethal,HT1080 IDH1KD tx,MCF10A rereplic,HEK293 tox
Cc1ccc(CCN2CC(C(=O)NCCCN3CCOCC3)CC2=O)cc1 (stereo not given),3%,-8,3%,-1%,7,7%,12%,-8%,1%
COc1ccc2c(c1)c(=O)c(C(=O)c1ccc(Cl)cc1)cn2CC(=O)Nc1ccc(F)cc1,-22%,-2,2%,-8%,-7,-11%,-4%,6%,2%
CC(=O)OCC(=O)[C@@]12OC3(CCCC3)O[C@@H]1C[C@H]1[C@@H]3CCC4=CC(=O)C=C[C@]4(C)[C@@]3(F)[C@@H](O)C[C@@]12C,0%,-6&-5,-17%,0.26µM*!,0,?,-23%,?,5%
Cc1cc(F)ccc1NC1(c2ccccc2)C(=O)c2ccccc2C1=O,-2%,2,?,.,.,.,.,.,-13%
Cc1cccc(C(C)(C)C)c1OCCOCCN1CCCC1,?,-17,0%,-1%,-10,-7%,-12%,11%,?
O=C(C[n+]1cccc(Br)c1)c1cccs1,?,-6,?,-17%,54,-9%,-1%,-6%,2%
O=[N+]([O-])c1cc(C(F)(F)F)c(Cl)cc1N1CCN(CCO)CC1,16%,1,?,-4%,4,1%,12%,-2%,-16%
N#CC1=C(N)Oc2n[nH]c(-c3cccs3)c2C1c1ccsc1 (stereo not given),4%,2,0%,-4%,19,2%,5%,22%,-7%
O=C1S/C(=C\c2ccc(Cl)cc2)C(=O)N1CCn1cnnn1,-14%,1,-13%,4%,-62*,-4%,0%,0%,?
Cc1cc(C(=O)COc2cccnc2[N+](=O)[O-])c(C)n1Cc1ccco1,?,4,?,?,5,?,21µM*,?,-4%
CCN(C(=O)c1cc2c(=O)[nH]c3ccc(C)cc3c2s1)c1ccc(F)cc1,0%,7,-6%,?,22,-22%,0%,16µM*,-4%
CC(C)C1CC(=O)NC(SCC(=O)Nc2ccc(Br)cc2)=C1C#N (stereo not given),?,0,-6%,8%,-12,-24%,?,10%,-14%
Cc1nnc(Sc2c(N)n(C)c(=O)n(C)c2=O)s1,-2%,4,-1%,-2%,-2,1%,16%,0%,-5%
N#CC1=C(N)SC2(CCCCC2)SC1c1ccccc1 (stereo not given),17%,-1,12%,4%,6,22%,14%,2%,3%
Cc1cc(C)n2nc(SCC(=O)N(CCC#N)c3ccc(F)cc3)nc2n1,-10%,2,0%,-9%,-4,5%,-8%,-12%,3%
Cc1nnc(N/N=C/c2ccccc2F)n1N,12%,1,-12%,-10%,0,8%,1%,8%,-15%
CCN(CC)c1ccc2cc(-c3nnc(-c4ccncc4)o3)c(=O)oc2c1,1%,9,-3%,2%,9,-1%[9.24 µM],4%,-1%,94%[activator]
COC(=O)C1CCN(C(=O)Nc2ccccc2)CC1,0%,-1,0%,?,-105*,-12%,-5%,-2%,0%
Cc1cccc(C2=NOC(=O)/C2=C\c2ccccc2F)c1,-13%,0,-12%,-1%,26,-1%,2%,15%,13%
O=C1NCCN(Cc2ccoc2)C1CC(=O)N(CCO)Cc1ccccc1 (stereo not given),-16%,-4,26%,18µM*,-7,15%,1%,-5%,14%

# Already shown: an excerpt of the list.
SMILES,KB-3-1 cytotox,DRD3 agonist,KB-V1 cytotox,SW480 rerep,IL-1B inflam inh,HT1080NT lethal,HT1080 IDH1KD tx,MCF10A rereplic,HEK293 tox
O=C(C[n+]1cccc(Br)c1)c1cccs1,?,-6,?,-17%,54,-9%,-1%,-6%,2%
O=[N+]([O-])c1cc(C(F)(F)F)c(Cl)cc1N1CCN(CCO)CC1,16%,1,?,-4%,4,1%,12%,-2%,-16%
N#CC1=C(N)Oc2n[nH]c(-c3cccs3)c2C1c1ccsc1 (stereo not given),4%,2,0%,-4%,19,2%,5%,22%,-7%
O=C1S/C(=C\c2ccc(Cl)cc2)C(=O)N1CCn1cnnn1,-14%,1,-13%,4%,-62*,-4%,0%,0%,?
Cc1cc(C(=O)COc2cccnc2[N+](=O)[O-])c(C)n1Cc1ccco1,?,4,?,?,5,?,21µM*,?,-4%
CCN(C(=O)c1cc2c(=O)[nH]c3ccc(C)cc3c2s1)c1ccc(F)cc1,0%,7,-6%,?,22,-22%,0%,16µM*,-4%
CC(C)C1CC(=O)NC(SCC(=O)Nc2ccc(Br)cc2)=C1C#N (stereo not given),?,0,-6%,8%,-12,-24%,?,10%,-14%
Cc1nnc(Sc2c(N)n(C)c(=O)n(C)c2=O)s1,-2%,4,-1%,-2%,-2,1%,16%,0%,-5%

# (continued)
SMILES,KB-3-1 cytotox,DRD3 agonist,KB-V1 cytotox,SW480 rerep,IL-1B inflam inh,HT1080NT lethal,HT1080 IDH1KD tx,MCF10A rereplic,HEK293 tox
Cc1ccc(S(=O)(=O)N[C@H](C(=O)OCn2nnc3ccccc3c2=O)C(C)C)cc1,-16%,0,?,-4%,-8,-10%,-13%,1%,3%
C=CCc1ccc(OCCCOc2ccc(C)c(C)c2)c(OC)c1,-3%,1,-16%,-3%,17,13%,7%,2%,-2%
C/[N+]([O-])=C\CC(=O)c1ccc(-c2ccccc2)cc1,11%,4,20%,-6%,19,19%,25%,-1%,-4%
CCCN(CC(=O)c1cc(C)n(C)c1C)S(=O)(=O)c1cccc(C(F)(F)F)c1,-10%,-2,?,21%,-3,-16%,-7%,7%,17%
CCOc1cccc(-c2cc(C(=O)NN)[nH]n2)c1,-12%,3,3%,-3%,8,-14%,-1%,0%,0%[0.307 µM]
O=C(/C=C/c1ccccc1)Oc1cccc(C(=S)N2CCOCC2)c1,12%,-1,3%,-9%,-9,-3%,0%,1%,-2%
C=CCSc1nnc2c(n1)[nH]c1c(C)cccc12,2%,0,?,-2%,-11,?,0%,-9%,-2%
O=C(CSc1ccc2nnc(-c3ccccn3)n2n1)Nc1ccc(F)cc1F,.,-20,.,2%,-1,-30%,-9%,2%,15%
Cc1ccc(NC(=O)CN2CCc3cc4c(cc3C2C)OCCCO4)cc1C (stereo not given),-10%,2,-20%,-2%,?,-2%,1%,-11%,4%
Cc1cc(C)nc(-n2nc(C)cc2NC(=O)COC(=O)CCC(=O)c2cccs2)n1,25%,11,19%,1%,5,1%,1%,2%,2%
CSCCC(NC(=O)COc1ccccc1)C(=O)N1CCN(c2ccccc2Cl)CC1 (stereo not given),?,-1,?,2%,-10,2%,-8%,?,0%
CC(=O)N1c2ccccc2C(=O)OC1c1cccnc1 (stereo not given),-3%,-4,15%,-18%,-9,-4%,-1%,-11%,-1%
CCOC(=O)c1c(CSc2ccc(CC)cc2)oc2ccc(O)c(CN(C)C)c12,?,-8,?,18µM*,-101*,?,21µM*,?,?
CC(C)=NNC(=O)CN1C(=O)NC2NC(=O)NC21 (stereo not given),?,9,24%,-9%,4,14%,8%,-2%,5%
CCOC(=O)N1CCC(NC(=O)C(Cc2ccccc2)NC(=O)C2CCCCC2)CC1 (stereo not given),-1%,-3,0%,2%,24,-5%,3%,7%,6%
O=C(CCc1nc2ccccc2[nH]1)Nc1ccccc1,24%,-2,23%,-3%,-15,27%,?,1%,-10%
CC(c1ccccn1)C(C)(O)C(C)c1ccccn1 (stereo not given),-1%,1,12%,1%,-2,11%,18%,2%,6%
CCc1nc(N2CCN(C(=O)c3ccco3)CC2)c(C#N)c2c1COC(C)(C)C2,-25%,8,?,-6%,?,-2%,-2%,?,-2%
CCCOc1ccc(CNC(=O)CCC(=O)n2ncc3cc(C)ccc32)cc1,-7%,-9,4%,1%,14,13%,-8%,4%,14%
Cc1cccnc1CN1CCN(Cc2nc(C(c3ccccc3)c3ccccc3)no2)CC1,2%,-1,-8%,?,-2,1%,3%,?,10%
COc1ccc(NC(=O)CN(C)C(=O)CNC(=O)C2CCCCC2)cc1,-4%,5,1%,?,i,-2%,-9%,6%,0%
N#C/C(=C\c1cccnc1)C(=O)Nc1ccc(Cl)cc1,-3%,-12,?,1%,25,0%,-3%,9%,-2%
CCCCNC(=O)c1c[nH]c2ccc(S(=O)(=O)Nc3ccc(OCC)cc3)cc2c1=O,0%,-3,10%,15%,29,?,-20%,2%,-24%
COc1ccccc1-c1nc(C(F)(F)F)c(OC)o1,12%,2,-4%,0%,-15,10%,15%,-12%,2%
COc1cccc(CN2CCN(Cc3cc4ccccc4[nH]3)CC2CCO)c1 (stereo not given),17%,-10,?,-2%,-11,20%,-1%,?,-6%
Cc1c(C(=O)N2CCN(C)CC2)oc2ccc(S(=O)(=O)N3CCOCC3)cc12,-3%,2,-1%,-2%,-6,0%,-1%,-2%,4%
Cc1nc2ccc(S(=O)(=O)NC(C(=O)NCc3ccccc3Cl)C(C)C)cc2s1 (stereo not given),-6%,5,1%,.,.,.,.,.,-3%
COCCCn1c(SCc2ccc(OC)cc2)nc2cc(OC)c(OC)cc2c1=N,6%,-1,7%,-21%,42,-4%,3%,8%,-22%
CC(=O)Nc1ccc(NC(=O)CN2C(=O)CCc3cc(S(=O)(=O)N4CCCCC4)ccc32)cc1,-1%,-7,14%,.,.,.,.,.,0%
